Assay outcomes as filed in PubChem.
Calpain2 inh = blocks pig calpain II enzyme activity | 220,000 compounds, 0.37% hits | AID 1236 | purified calpain II, fluorogenic peptide substrate, 30 min | inhibition, % at 16 µM;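 active = inhibition above about 50%, limit read from the data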
zfTRPN1 agonist = zebrafish TRPN1 (NompC) channel agonism | 220,000 compounds, 0.18% hits | HEK293 zebrafish TRPN1-YFP, Fluo-8 calcium fluorescence; 100% = response to 87 µM carbachol | activation, % at 3 µM;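 active = activation above its plate's cutoff, the mean activation of test wells on that plate plus 3 SD, cut at about 19% in these data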;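 note: 0% = DMSO alone and 100% = 87 µM carbachol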
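Material: zebrafish TRPN1-YFP in HEK293 cells. Doses: one dose of 3 µM, 0.3% DMSO. Incubation: dye 1 h 37 °C plus 30 min RT. Measured by: intracellular calcium fluorescence with Fluo-8.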
Furin inhibitor = blocks human furin protease activity. P09958. purified furin, fluorogenic substrate cleavage. inhibition, % at 30 µM. 220,000 compounds, 0.061% hits; in the data active = inhibition above about 25%; note: inactives centre near -15
Target sequence (P09958 108-714 limits assumed): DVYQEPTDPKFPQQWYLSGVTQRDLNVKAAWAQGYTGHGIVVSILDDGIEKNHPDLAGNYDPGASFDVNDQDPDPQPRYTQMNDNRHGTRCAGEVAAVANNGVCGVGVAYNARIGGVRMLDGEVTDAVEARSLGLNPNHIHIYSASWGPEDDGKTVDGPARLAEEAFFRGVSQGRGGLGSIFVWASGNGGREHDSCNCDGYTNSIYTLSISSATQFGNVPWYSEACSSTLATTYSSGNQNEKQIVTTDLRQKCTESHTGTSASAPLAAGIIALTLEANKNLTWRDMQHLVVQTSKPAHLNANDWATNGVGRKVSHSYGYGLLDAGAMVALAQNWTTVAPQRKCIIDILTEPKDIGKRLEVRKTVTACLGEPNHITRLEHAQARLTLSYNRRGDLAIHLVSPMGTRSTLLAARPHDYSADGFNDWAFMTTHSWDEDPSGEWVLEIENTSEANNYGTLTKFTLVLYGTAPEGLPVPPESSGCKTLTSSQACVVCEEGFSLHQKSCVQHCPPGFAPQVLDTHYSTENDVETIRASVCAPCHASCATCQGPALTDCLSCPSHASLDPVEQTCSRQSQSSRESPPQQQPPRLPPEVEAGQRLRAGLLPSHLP
Cl transport mod = modulates chloride dependent transport by human KCC2; Q9H2X9; B-score of Tl+ flux slope (higher = more flux/activation; lower = inhibition) at 10 µM; AID 1456; 190,000 compounds, 2.2% hits; KCC2 cells, thallium flux FluoZin-2 fluorescence;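 active = thallium flux slope and its plate-corrected score both differing from the plate sample mean at a set confidence after two filtering rounds, in either direction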;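 note: slope of fluorescence scaled to starting intensity during 10 to 20 s after thallium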
Thrombin inh = inhibitors of human thrombin | P00734 | alpha-thrombin, Boc-VPR-AMC fluorogenic substrate cleavage | inhibition, % at 5 µM | 220,000 compounds, 0.26% hits | AID 1046;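 active = inhibition at or above 40%; inactive = inhibition below 40%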;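 note: 0% = enzyme with no compound and 100% = wells without enzyme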
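System – human alpha-thrombin protein · Reagent – Boc-VPR-AMC substrate, 15 µM final · Compound – 5 µM single dose in 0.2% DMSO · Schedule – reaction at room temperature · Technique – AMC fluorescence at 355 nm excitation and 460 nm emission · Read-out basis – % inhibition relative to enzyme controls and enzyme-free blanks · Control set – no-compound enzyme wells and no-enzyme blanks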
PPC-1+TRAIL kill = compounds killing PPC-1 cancer cells with TRAIL present (potentiator screen, no TRAIL-free arm) | cell killing (% activity), % at 4 µM | 220,000 compounds, 0.41% hits | AID 1443 | PPC-1 cells + TRAIL, ATPLite viability luminescence;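 active = cell killing above 50% in the first pass at 4 µM, then a duplicate retest at 5 µM averaging 50% or more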;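 note: plate controls were cells with TRAIL plus DMSO for no effect and medium-only wells lacking cells for full effect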
TRPML3 agonist = agonists of human TRPML3 channel; Q8TDD5; HEK293 TRPML3-YFP, Fluo-8 calcium fluorescence; 100% = the carbachol control signal; activation, % at 3 µM; 220,000 compounds, 0.29% hits; AID 1448;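 active = activation above its plate's cutoff, the mean activation of the plate's test wells plus 3 SD, cut at about 12% in these data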;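 note: 0% = DMSO only wells and 100% = carbachol wells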
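Test system: HEK293 cells stably carrying human TRPML3-YFP; Doses: single dose, 3 µM final nominal compound, 0.3% DMSO final; Schedule: dye loading 1 h 37 °C then 30 min ambient, 125 s read; Technique: Fluo-8 calcium fluorescence; Benchmarks: high control carbachol 87 µM, low control DMSO.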
Tb hexokinase = blocks Trypanosoma brucei hexokinase 1 activity. 220,000 compounds, 0.11% hits. inhibition, % at 10 µM. recombinant TbHK1, G6PDH-coupled NADH A340. AID 1430;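 active = inhibition of 50% or more in the single-dose primary screen; inactive = inhibition below 50%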
EBV gp42 inh = EBV gp42 inhibition | Q1HVG2 | Fluorescence polarization binding assay, mP read-out | inhibition, % (tested at 21.74 µM) | 220,000 compounds, 0.42% hits; in the data active = inhibition above about 50%
Target sequence (Q1HVG2 whole entry, looked up): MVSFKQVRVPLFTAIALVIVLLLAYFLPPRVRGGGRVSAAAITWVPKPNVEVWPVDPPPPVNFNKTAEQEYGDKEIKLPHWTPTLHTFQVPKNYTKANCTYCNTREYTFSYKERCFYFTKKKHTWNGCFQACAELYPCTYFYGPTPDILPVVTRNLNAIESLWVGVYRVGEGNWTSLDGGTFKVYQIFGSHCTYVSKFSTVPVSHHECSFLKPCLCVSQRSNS
Active calls of the source: *; [ ] = remark or other dose.

`Cc1ccccc1-c1nc(CN2CCSCC2)c(C)o1` gave Calpain2 inh -8, zfTRPN1 agonist -0.2, Furin inhibitor -22, Cl transport mod 0.3, Thrombin inh -14, PPC-1+TRAIL kill 12, TRPML3 agonist -0.3, Tb hexokinase -3 and EBV gp42 inh -2.
Screening Nc1ccccc1SCC(=O)Nc1nc(-c2ccccc2)cs1 returned Calpain2 inh 34, zfTRPN1 agonist -1.0, Furin inhibitor -6, Cl transport mod -2.3, Thrombin inh -3, PPC-1+TRAIL kill -6, TRPML3 agonist 0.1, Tb hexokinase 4 and EBV gp42 inh 6.
CC1CCN(c2nc3ccc(C(=O)N4CCN(Cc5ccc6c(c5)OCO6)CC4)cc3s2)CC1 was read as Calpain2 inh -21, zfTRPN1 agonist 3.6, Furin inhibitor -26, Cl transport mod 0.34, Thrombin inh 1, PPC-1+TRAIL kill 20, TRPML3 agonist 2.0, Tb hexokinase -19 and EBV gp42 inh -13.
`CN(C)c1cccc(NC2=CC(=[N+]3CCOCC3)CC(C)(C)C2)c1` gave Calpain2 inh 1, zfTRPN1 agonist -1.1, Furin inhibitor -11[20 µM], Cl transport mod -2.9, Thrombin inh -1, PPC-1+TRAIL kill 6, TRPML3 agonist 0.8, Tb hexokinase -81 and EBV gp42 inh -48.
CCCCOC(=O)c1ccc(NC(c2ccc(C)cc2)P(=O)(OC)OC)cc1 (stereo not drawn) was read as Calpain2 inh -26, zfTRPN1 agonist 2.0, Furin inhibitor -4, Cl transport mod 0.0016, Thrombin inh -4, PPC-1+TRAIL kill 11, TRPML3 agonist 0.2, Tb hexokinase 9 and EBV gp42 inh 0.
CC1=NC(=O)C(N=Nc2ccccc2C(=O)O)N1c1ccccc1 (stereo not drawn) was read as Calpain2 inh -19, zfTRPN1 agonist -3.3, Furin inhibitor -14, Cl transport mod -1.1, Thrombin inh -4, PPC-1+TRAIL kill 0, TRPML3 agonist 0.2, Tb hexokinase -10 and EBV gp42 inh -11.
Screening CC1=NNC(=O)C1CCC(=O)N/N=C\c1ccccc1[N+](=O)[O-] (stereo not drawn) returned Calpain2 inh -5, zfTRPN1 agonist -0.1, Furin inhibitor -12[20 µM], Thrombin inh -2, PPC-1+TRAIL kill 24, TRPML3 agonist 0.7, Tb hexokinase -2 and EBV gp42 inh -16.
For C/C(N)=C(/C#N)C(=O)COC(=O)CSc1ccccc1 the results were Calpain2 inh -20, zfTRPN1 agonist 3.1, Furin inhibitor -17, Cl transport mod -0.031, Thrombin inh 1, PPC-1+TRAIL kill -2, TRPML3 agonist 0.7, Tb hexokinase 5 and EBV gp42 inh -25.
For CCN(CC)C(=O)c1sc2nc(-c3ccncc3)[nH]c(=O)c2c1C the results were Calpain2 inh -166, zfTRPN1 agonist -0.1, Furin inhibitor 8, Cl transport mod 0.78, Thrombin inh -9, PPC-1+TRAIL kill 9, TRPML3 agonist 0.3, Tb hexokinase -30 and EBV gp42 inh 8.
`Cc1ccc(C(=O)N2CCOCC2)cc1[N+](=O)[O-]` gave Calpain2 inh 4, zfTRPN1 agonist 0.9, Furin inhibitor -13, Cl transport mod 0.25, Thrombin inh -5, PPC-1+TRAIL kill 24, TRPML3 agonist 1.6, Tb hexokinase 29 and EBV gp42 inh 12.
CCn1c(C)nc2cc(C(=O)NNC(=S)NC(=O)c3ccc(OC)cc3)ccc21 was read as Calpain2 inh -13, zfTRPN1 agonist 0.6, Furin inhibitor -19, Cl transport mod -0.43, Thrombin inh -7, PPC-1+TRAIL kill 14, TRPML3 agonist 0.5, Tb hexokinase -10 and EBV gp42 inh -1.
Screening NS(=O)(=O)c1cccc(-n2cnnn2)c1 returned Calpain2 inh 10, zfTRPN1 agonist 1.8, Furin inhibitor -15, Cl transport mod 2.5, Thrombin inh -8, PPC-1+TRAIL kill -4, TRPML3 agonist 0.5, Tb hexokinase -9 and EBV gp42 inh -7.
CCOc1ccc(NC(=S)NCC(c2cccnc2)N2CCOCC2)cc1 (stereo not drawn) was read as Calpain2 inh 1, zfTRPN1 agonist -1.1, Furin inhibitor -14, Cl transport mod 1.1, Thrombin inh -8, PPC-1+TRAIL kill 8, TRPML3 agonist 1.1, Tb hexokinase -2 and EBV gp42 inh 3.
Cc1ccccc1OC(C)C(=O)NCc1cccnc1 (stereo not drawn) was read as Calpain2 inh -8, zfTRPN1 agonist 0.2, Furin inhibitor -11, Cl transport mod 0.073, Thrombin inh 2, PPC-1+TRAIL kill 25, TRPML3 agonist -0.2, Tb hexokinase -12 and EBV gp42 inh -10.
CN(C)CCNC(=O)c1cc2ccccc2oc1=O was read as Calpain2 inh -52, zfTRPN1 agonist 0.0, Furin inhibitor -13[20 µM], Cl transport mod 1.2, Thrombin inh 1, PPC-1+TRAIL kill -6, TRPML3 agonist 0.3, Tb hexokinase -19 and EBV gp42 inh -30.
`CC(C)(C)NC(=O)Cn1nnc(-c2cccs2)n1` gave Calpain2 inh -27, zfTRPN1 agonist 1.0, Furin inhibitor -6[20 µM], Thrombin inh -2, PPC-1+TRAIL kill 18, TRPML3 agonist 0.5, Tb hexokinase 1 and EBV gp42 inh -19.
Screening CCOC(=O)C1CCCN(CCC(=O)Nc2ccc(C)cc2)C1 (stereo not drawn) returned Calpain2 inh -19, zfTRPN1 agonist -0.5, Furin inhibitor -18[20 µM], Cl transport mod -1.1, Thrombin inh 1, PPC-1+TRAIL kill 18, TRPML3 agonist 0.2, Tb hexokinase -2 and EBV gp42 inh -11.
COc1ccccc1-n1c(SCC(=O)N2CCCCC2)nnc1-c1ccccc1O was read as Calpain2 inh -1, zfTRPN1 agonist 0.2, Furin inhibitor -13, Cl transport mod -0.25, Thrombin inh 2, PPC-1+TRAIL kill 0, TRPML3 agonist 0.0, Tb hexokinase -4 and EBV gp42 inh -28.
Screening CC1=CC2=NC(=O)/C(=C\c3cccn3CCOc3cccc(C)c3)C(=N)N2O1 returned Calpain2 inh 22, zfTRPN1 agonist -0.9, Furin inhibitor 8, Cl transport mod -1.5, Thrombin inh -8, PPC-1+TRAIL kill 6, TRPML3 agonist -0.2, Tb hexokinase -8 and EBV gp42 inh 2.
For O=[N+]([O-])c1nn(-c2ccccc2)n(O)c1=NCc1ccc2c(c1)OCO2 the results were Calpain2 inh -5, zfTRPN1 agonist 0.5, Furin inhibitor 0[20 µM], Thrombin inh -1, PPC-1+TRAIL kill 6, TRPML3 agonist 0.7, Tb hexokinase -2 and EBV gp42 inh 0.
COc1ccccc1NC(=O)Cc1noc(CSc2cccc[n+]2[O-])n1 was read as Calpain2 inh -48, zfTRPN1 agonist 0.4, Furin inhibitor -20[20 µM], Cl transport mod -0.12, Thrombin inh -6, PPC-1+TRAIL kill 22, TRPML3 agonist 0.7, Tb hexokinase -5 and EBV gp42 inh -15.
O=C(O)CCC(=O)Nc1ccc(N2CCCCC2)c(C(=O)O)c1 was read as Calpain2 inh -5, zfTRPN1 agonist 0.9, Furin inhibitor -6[20 µM], Cl transport mod -0.19, Thrombin inh -1, PPC-1+TRAIL kill 12, TRPML3 agonist -0.3, Tb hexokinase 3 and EBV gp42 inh -18.
Screening Cc1cc(N2CCCC2=O)ccc1S(=O)(=O)N1CCOCC1 returned Calpain2 inh 23, zfTRPN1 agonist 2.0, Furin inhibitor -12, Cl transport mod 0.52, Thrombin inh -14, PPC-1+TRAIL kill 3, TRPML3 agonist 0.8, Tb hexokinase 7 and EBV gp42 inh -11.
O=C1N2CCCc3cccc(c32)C12Nc1ccccc1S2 (stereo not drawn) was read as Calpain2 inh -4, zfTRPN1 agonist 0.2, Furin inhibitor -21[20 µM], Cl transport mod -0.99, Thrombin inh -3, PPC-1+TRAIL kill 3, TRPML3 agonist 0.2, Tb hexokinase 5 and EBV gp42 inh 13.
`C=CCNC(=O)/C(C#N)=C/c1c(C)nn(-c2ccccc2)c1Cl` gave Calpain2 inh 14, zfTRPN1 agonist -0.3, Furin inhibitor 2, Cl transport mod -3.3, Thrombin inh -8, PPC-1+TRAIL kill 19, TRPML3 agonist 0.4, Tb hexokinase 15 and EBV gp42 inh 5.
For COc1cc(CN2CCNC(=O)C2CC(=O)NCc2csc(C(C)C)n2)cc(OC)c1 (stereo not drawn) the results were Calpain2 inh -23, zfTRPN1 agonist 0.6, Furin inhibitor -16, Cl transport mod 1.3, Thrombin inh -9, PPC-1+TRAIL kill 5, TRPML3 agonist 0.5, Tb hexokinase 2 and EBV gp42 inh 16.
`O=C1CCC(C(=O)OCc2c(Cl)cccc2Cl)N1` (stereo not drawn) gave Calpain2 inh -32, zfTRPN1 agonist -0.6, Furin inhibitor -18[20 µM], Cl transport mod 0.32, Thrombin inh 3, PPC-1+TRAIL kill 35, TRPML3 agonist 1.3, Tb hexokinase -2 and EBV gp42 inh -6.
`COC(=O)C1=NN(C(C)=O)C2(CC(=O)N(c3cccc(C)c3)C2=O)C1` (stereo not drawn) gave Calpain2 inh 2, zfTRPN1 agonist 1.9, Furin inhibitor -26, Cl transport mod 0.19, Thrombin inh -3, PPC-1+TRAIL kill 0, TRPML3 agonist 0.7, Tb hexokinase 1 and EBV gp42 inh -8.
CCCC1CCC(C(=O)n2nc(N)c3cc4ccc(OC)cc4nc32)CC1 (stereo not drawn) was read as Calpain2 inh -24, zfTRPN1 agonist 0.3, Furin inhibitor -7, Cl transport mod 1.2, Thrombin inh 0, PPC-1+TRAIL kill 13, TRPML3 agonist 0.5, Tb hexokinase -15 and EBV gp42 inh -2.
For Cc1ccc(NC(=O)N2CCOCC2)c(C)c1 the results were Calpain2 inh 0, zfTRPN1 agonist 2.8, Furin inhibitor -19[20 µM], Thrombin inh -7, PPC-1+TRAIL kill -9, TRPML3 agonist 1.1, Tb hexokinase -4 and EBV gp42 inh -9.
For COCCCNc1nc2ccccc2nc1NS(=O)(=O)c1ccc(C)cc1C the results were Calpain2 inh -32, zfTRPN1 agonist 0.9, Furin inhibitor -20, Cl transport mod -0.52, Thrombin inh -5, PPC-1+TRAIL kill 16, TRPML3 agonist 0.2, Tb hexokinase -27 and EBV gp42 inh -4.
`O=C(NC1CCCCC1)c1cccs1` gave Calpain2 inh -25, zfTRPN1 agonist 0.7, Furin inhibitor -19[20 µM], Thrombin inh -9, PPC-1+TRAIL kill 17, TRPML3 agonist 1.6, Tb hexokinase -3 and EBV gp42 inh -17.
NS(=O)(=O)c1ccc(NC(CNS(=O)(=O)c2ccccc2)c2ccccc2)cc1 (stereo not drawn) was read as Calpain2 inh 38, zfTRPN1 agonist -1.1, Furin inhibitor -10, Cl transport mod 2.5, Thrombin inh -10, PPC-1+TRAIL kill -8, TRPML3 agonist -0.4, Tb hexokinase 12 and EBV gp42 inh 4.

3 structures out of the list, ordered by length of the SMILES, high to low.
Screening CC1=NNC(=O)C1CCC(=O)N/N=C\c1ccccc1[N+](=O)[O-] (stereo not drawn) returned Calpain2 inh -5, zfTRPN1 agonist -0.1, Furin inhibitor -12[20 µM], Thrombin inh -2, PPC-1+TRAIL kill 24, TRPML3 agonist 0.7, Tb hexokinase -2 and EBV gp42 inh -16.
`Cc1ccc(C(=O)N2CCOCC2)cc1[N+](=O)[O-]` gave Calpain2 inh 4, zfTRPN1 agonist 0.9, Furin inhibitor -13, Cl transport mod 0.25, Thrombin inh -5, PPC-1+TRAIL kill 24, TRPML3 agonist 1.6, Tb hexokinase 29 and EBV gp42 inh 12.
`CC(C)(C)NC(=O)Cn1nnc(-c2cccs2)n1` gave Calpain2 inh -27, zfTRPN1 agonist 1.0, Furin inhibitor -6[20 µM], Thrombin inh -2, PPC-1+TRAIL kill 18, TRPML3 agonist 0.5, Tb hexokinase 1 and EBV gp42 inh -19.
